Compound activity (PubChem)
CCR6 antag: CCR6 receptor antagonists, primary screen, cell-based, CHO-K1, luminescence, beta-arrestin, uHTS; CHO-K1 CCR6 PathHunter beta-arrestin, CCL20-stimulated; inhibition, % at 20 µM; C-C chemokine receptor type 6 (Homo sapiens), P51684; actives 0.49% (n = 340,000);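 active = compounds whose inhibition of the agonist-driven luminescence signal at 20 µM reaches about 50%, limit read from the data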;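 note: cells stimulated with CCL20 at 14 nM final; plate controls were DMSO with CCL20 for no effect and DMSO without agonist for full effect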
Target sequence (P51684 whole entry, looked up): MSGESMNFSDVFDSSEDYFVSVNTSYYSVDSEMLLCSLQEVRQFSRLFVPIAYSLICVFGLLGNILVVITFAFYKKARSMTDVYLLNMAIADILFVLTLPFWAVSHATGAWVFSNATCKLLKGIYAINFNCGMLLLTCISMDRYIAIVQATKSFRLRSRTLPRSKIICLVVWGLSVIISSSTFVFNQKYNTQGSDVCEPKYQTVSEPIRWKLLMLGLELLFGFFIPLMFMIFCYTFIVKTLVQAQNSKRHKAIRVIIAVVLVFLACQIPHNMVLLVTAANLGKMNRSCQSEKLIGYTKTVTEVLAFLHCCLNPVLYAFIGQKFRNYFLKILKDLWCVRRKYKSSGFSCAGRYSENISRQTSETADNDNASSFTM
EBI2 block: EBI2 receptor antagonists, beta-arrestin recruitment, primary screen, cell-based, luminescence, 7a,25-OHC stimulation, uHTS; G-protein coupled receptor 183 (Homo sapiens), P32249; 7a,25-OHC stimulated; actives 0.81% (n = 360,000); inhibition, % at 5 µM; in the data active = inhibition above about 38%;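 note: enzyme fragment complementation signal reports receptor beta-arrestin coupling in cells; 0% = agonist plus DMSO wells and 100% = wells without agonist; some results beyond the cut were filed as inactive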
Target sequence (P32249 whole entry, looked up, the tested form may be a part): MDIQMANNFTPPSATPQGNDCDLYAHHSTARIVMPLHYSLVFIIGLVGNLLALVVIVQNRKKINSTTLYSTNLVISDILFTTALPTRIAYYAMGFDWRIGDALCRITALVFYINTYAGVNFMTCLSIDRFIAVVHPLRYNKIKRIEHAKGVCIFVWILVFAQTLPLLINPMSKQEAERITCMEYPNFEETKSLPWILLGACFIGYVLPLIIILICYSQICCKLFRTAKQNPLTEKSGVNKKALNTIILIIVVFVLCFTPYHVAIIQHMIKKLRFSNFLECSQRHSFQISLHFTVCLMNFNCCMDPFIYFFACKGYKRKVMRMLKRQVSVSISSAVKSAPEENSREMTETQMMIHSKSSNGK
UPR CHOP act: activators of apoptotic CHOP UPR arm, primary screen, cell-based, CHO-CHOP luciferase reporter, luminescence, uHTS; AID 449763, 2010; UPR activation; percent of tunicamycin response over DMSO baseline; activation, % at 10 µM; actives 0.34% (n = 330,000);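 active = at 10 µM dose, activation of 40% or more, normalized to positive control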;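 note: 100% = tunicamycin at 10 µg/mL and 0% = DMSO alone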
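Assay system: CHO-CHOP cells, stable luciferase reporter of PERK-eIF2a-CHOP signalling / Buffer or medium: F12 plus 10% serum / Compound dosing: one dose, 10 µM in 0.5% DMSO / Times: 6 h compound treatment, 37 °C / Technique: luciferase luminescence / Read-out: % reporter activation, DMSO baseline versus tunicamycin full activation / Benchmarks: tunicamycin and DMSO controls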
697 NFkB inh: inhibitors of PMA/ionomycin-induced NF-kB reporter, 697 cells, primary screen, B-cell NF-kB inhibitor project, cell-based, luminescence, uHTS. actives 0.33% (n = 330,000). AID 435022, 2010. inhibition, % at 4 µM. 697 B-cell NF-kB luciferase reporter, 16 h; in the data active = inhibition above about 35%
CXCR6 inh: CXCR6 receptor inhibitors, primary screen, cell-based, beta-arrestin, luminescence, CHO-K1 PathHunter, 1536-well; C-X-C chemokine receptor type 6 (Homo sapiens), O00574; inhibition, % at 20 µM; actives 0.36% (n = 360,000); AID 602244, 2012; in the data active = inhibition above about 34%, passing the limit was not always enough;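 note: antagonist mode with CXCL16 agonist at 10 nM final; 0% = 10 nM CXCL16 with DMSO and 100% = unstimulated wells without agonist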
Target sequence (O00574 whole entry, looked up): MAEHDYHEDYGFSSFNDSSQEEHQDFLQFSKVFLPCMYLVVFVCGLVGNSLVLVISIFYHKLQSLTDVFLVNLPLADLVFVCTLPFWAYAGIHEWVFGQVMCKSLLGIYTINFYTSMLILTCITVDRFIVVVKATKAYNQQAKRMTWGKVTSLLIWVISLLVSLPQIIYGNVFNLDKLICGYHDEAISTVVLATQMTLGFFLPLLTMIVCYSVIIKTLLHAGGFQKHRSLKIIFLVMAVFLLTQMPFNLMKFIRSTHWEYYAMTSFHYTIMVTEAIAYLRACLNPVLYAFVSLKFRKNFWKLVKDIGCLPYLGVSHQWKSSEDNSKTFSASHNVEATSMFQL
Jurkat NFkB inh: inhibitors of induced NF-kB luciferase reporter, primary screen, TCR NF-kB activation inhibitor project, cell-based, luminescence, uHTS | Jurkat, PMA/ionomycin-induced NF-kB luciferase reporter | actives 0.53% (n = 330,000) | inhibition, % at 4 µM; in the data active = inhibition above about 50%
Gli-Sufu block: Gli-Sufu pathway antagonists, primary screen, luciferase luminescence, Sufu-KO-LIGHT cells, uHTS | Sufu-KO-LIGHT fibroblasts, Gli luciferase reporter luminescence | inhibition, % at 5 µM | actives 0.74% (n = 340,000) | AID 588413, 2011;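 active = inhibition above about 55%, limit read from the data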;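 note: 0% = DMSO-treated cells and 100% = wells with medium but no cells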
UPR XBP1 act: activators of adaptive XBP1 UPR arm, primary screen, cell-based, CHO-XBP1 luciferase reporter, luminescence, uHTS; IRE1-XBP1 UPR activation; percent of tunicamycin response, DMSO as zero; activation, % at 20 µM; actives 0.33% (n = 330,000);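 active = versus positive control, 20 µM dose yields 30% or more activation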;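 note: 100% = tunicamycin at 10 µg/mL and 0% = DMSO only wells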
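Material: CHO-XBP1 cells stably carrying IRE1-XBP1-driven luciferase reporter | Medium: F12 with 10% serum | Compound dosing: 20 µM single concentration, DMSO 1% | Incubation: Overnight seeding at 37 °C, 6 h compound treatment at 37 °C | Detection: Steady-Glo luminescence read | Read-out basis: % activation of reporter signal versus tunicamycin and DMSO controls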
Mdm2-MdmX inh: inhibitors of human Mdm2-MdmX association, primary screen, cell-based, luminescence, split luciferase, SaOS-2, uHTS; SaOS-2 split-luciferase Mdm2/MdmX complementation; actives 3% (n = 330,000); AID 485346, 2010; Protein Mdm4 (Homo sapiens) + E3 ubiquitin-protein ligase Mdm2 (Homo sapiens), …; inhibition, % at 8 µM;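 active = inhibition of at least 50% at 8 µM in the primary screen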
Active calls of the source: *; x = not tested or not shown. No enrichment for hits; overall some 5% were active at least once.

Compound	EBI2 block	CCR6 antag	697 NFkB inh	UPR CHOP act	Mdm2-MdmX inh	Jurkat NFkB inh	Gli-Sufu block	UPR XBP1 act	CXCR6 inh
CCc1ccc(C(=O)NC(=S)Nc2ccccc2N2CCOCC2)cc1	15.0	16.3	-5.9	5.7	35.9	16.1	6.1	-1.8	16.8
Cc1ccc(-c2cc(-c3ccc(C)cc3O)[nH]n2)cc1	16.3	6.3	-261.2	5.4	-105.7	-200.2	-89.2	2.1	-10.6
COc1ccc(-c2nnc(SCC(=O)N3CCN(c4ccccc4)CC3)o2)cc1OC	8.2	5.2	20.9	-0.1	8.1	-12.2	4.0	-1.6	-2.4
Cc1nc2sc(-c3ccccc3)cc2c(=O)n1N	-12.2	8.5	-88.6	-6.3	9.7	-52.1	-16.5	-5.2	-3.1
Oc1ccc(/C=N/NC(=S)N/N=C/c2ccc(O)cc2)cc1	-6.0	16.8	-41.9	5.2	6.6	-78.3	-13.3	2.7	7.2
CN(C)c1ccc(/C=C/c2c([N+](=O)[O-])c(=O)n(C)c(=O)n2C)cc1	6.1	20.4	13.9	1.4	-11.1	-19.6	-1.7	-3.4	-0.5
COc1ccc2[nH]cc(C(=O)CCl)c2c1	-2.8	8.7	-138.4	101.8*	95.1*	20.9	2.5	-6.5	-6.8
O=C(CS(=O)(=O)Cc1ccccc1)Nc1ccc(Br)cc1F	1.4	-1.7	18.5	0.9	14.3	14.0	-0.6	-2.1	4.4
COC(=O)c1cnn2c(C(F)(F)F)cc(-c3ccco3)nc12	6.0	11.7	-1.5	-1.2	9.2	4.4	1.3	1.7	-4.4
O=c1[nH]c(CO)nc2c1oc1ccccc12	11.7	0.9	6.4	-0.3	8.6	-0.1	3.4	-1.4	1.3
COCc1ccc(CN2CCCC(CO)(Cc3ccccc3)C2)o1 (configuration not stated)	-0.6	18.4	2.6	-1.6	-11.9	9.9	9.8	-1.5	6.1
CN(CCOCCOc1ccc(F)cc1)Cc1ccccc1	12.6	10.6	14.8	0.3	6.1	-0.4	18.7	-6.2	-11.1
Cc1cccc(C(C)C)c1NC(=O)CN1C(=O)NC2(CCc3ccccc32)C1=O (configuration not stated)	1.9	6.8	5.0	-1.1	21.4	0.9	-10.4	-1.7	-1.3
CCCCSc1nc(C)c(CC(=O)O)c(=O)[nH]1	-3.0	-13.1	12.4	-0.9	18.4	-0.4	8.2	-0.6	-4.8
Cc1cccc(C=CC(=O)c2ccccc2)c1	-0.7	14.2	x	x	x	x	-19.7	x	-2.9
CCC(C(=O)OCC(=O)Nc1c(C)n(C)n(-c2ccccc2)c1=O)c1ccccc1 (configuration not stated)	-1.3	7.4	10.1	1.5	7.6	6.0	-0.2	-2.5	-11.3
CCOCCCNC(=O)Cc1ccc(OC)c(OC)c1	-7.0	-8.2	-5.3	-0.3	11.4	-12.2	-0.4	-1.4	-5.4
Cc1ccc(NC(=O)CN2C(=O)c3ccccc3S2(=O)=O)cc1C	6.6	12.3	2.2	-0.7	35.7	2.8	4.3	-5.4	2.4
FC(F)Sc1ccc(NC(=S)NC2CCC(NC(=S)Nc3ccc(SC(F)F)cc3)CC2)cc1 (configuration not stated)	13.3	-12.5	-92.2	2.8	25.8	-3.3	-0.7	4.8	2.2
COc1ccc(CCC(=O)Nc2ncc(C)s2)cc1	3.5	7.3	-7.9	1.8	-6.5	6.2	-7.8	3.6	1.7
CN(C(=O)CSc1nc2ccc(Br)cc2c(=O)n1Cc1ccco1)C1CCS(=O)(=O)C1 (configuration not stated)	8.6	12.3	11.5	-1.5	26.1	10.1	6.0	-1.2	8.7
O=C(O)c1cccc2cc(-c3ccccc3)oc(=O)c12	-6.8	6.4	1.9	0.7	-30.7	9.6	-0.5	-3.6	4.9
Cn1c(=O)c2c(nc(Br)n2Cc2ccc3ccccc3c2)n(C)c1=O	7.2	24.9	-64.0	-0.8	22.2	8.6	8.3	-2.5	-16.8
Cc1nc(N2CCN(Cc3ccc4c(c3)OCO4)CC2)[nH]c(=O)c1C	1.0	11.0	9.6	1.6	2.6	1.3	1.2	-3.7	-1.9
Cc1[nH][nH]c(=O)c1C=NCc1ccc(Cl)cc1	-10.5	4.5	4.1	2.3	21.8	2.2	3.9	-1.3	-1.6
S=C(Nc1ccccc1)Nc1ccc(OCc2ccccc2)cc1	2.1	-8.0	-12.2	1.5	-2.9	-17.2	-3.1	-1.2	4.2
COc1ccc(Cl)cc1NC(=S)N(Cc1ccccc1C)CC1CCC(C(=O)O)CC1 (configuration not stated)	0.0	4.9	8.4	-0.9	-1.9	13.2	17.5	-2.0	1.7
c1ccc2c(-c3nnc4n3CCCCC4)c[nH]c2c1	5.1	1.3	19.2	-3.1	28.0	-4.0	1.2	-3.2	-13.3
O=C(N/N=C/c1ccc(N2CCOCC2)cc1)C1CC1	-0.6	-1.2	2.5	1.7	-1.0	-8.6	-6.7	0.3	3.3
CCN(Cc1ccncc1)C(=O)CC1C(=O)NCCN1Cc1ccc(F)c(F)c1 (configuration not stated)	3.5	-4.3	-12.1	-2.2	13.8	10.8	-15.7	-3.3	-7.1
Cc1ccc(C(=O)COC(=O)CCN2C(=O)C3C4CCC(C4)C3C2=O)cc1[N+](=O)[O-] (configuration not stated)	19.2	24.7	2.7	-0.2	-6.1	6.8	0.3	-5.0	15.5
CCOC(=O)C1=C(C)Nc2ccccc2N=C1NC(=O)c1cccc(S(=O)(=O)N(C)C)c1	7.6	-0.9	-28.4	-0.9	-11.3	-19.6	1.2	-1.4	-2.1
O=C(COC(=O)C1CCN(S(=O)(=O)c2cccs2)CC1)NCc1ccc(F)cc1	0.9	10.7	11.4	-1.6	0.4	3.3	0.7	-2.4	5.6
COc1ccc(CCNCC(=O)Nc2ccc(C(=O)N3CCCCC3)cc2)cc1	4.7	12.1	-9.0	-0.2	-10.4	-5.6	-3.0	-0.5	-4.6
Cc1ccc(CCCOC(=O)C[N+]2(C)CCOCC2)cc1	-9.0	13.4	7.7	0.0	-1.2	2.1	4.5	-0.5	-3.5
O=C(CS(=O)(=O)c1ccccc1)Nc1ncc([N+](=O)[O-])s1	1.0	19.7	15.4	-1.8	23.5	18.1	2.4	1.0	7.6
Cc1nn(-c2ccccc2)cc1C(c1c(N)[nH]c(=S)[nH]c1=O)c1c(N)[nH]c(=S)[nH]c1=O	-0.3	-15.1	0.2	-1.6	4.8	-9.0	-4.5	2.7	4.8
CC1CC(C)CN(C(=O)CCc2nnc3ccc(N4CCCCC4)nn23)C1 (configuration not stated)	-4.9	-9.7	-12.9	-1.0	10.8	-0.8	0.2	-3.3	-0.6
CC(=O)Nc1ccc(S(=O)(=O)N2CCC(c3nc4c(nnn4Cc4ccccc4Cl)c(=O)[nH]3)CC2)cc1	-10.6	4.7	8.7	-1.5	18.1	-2.8	11.2	-0.4	12.7
CC1=NN(c2ccc([N+](=O)[O-])cc2)C(c2ccccc2)C1 (configuration not stated)	16.7	27.5	13.1	-0.3	11.3	-0.8	9.3	-3.1	15.7
C=C(C)CNC(=S)N/N=C/c1ccc([N+](=O)[O-])cc1	-2.7	1.2	-10.0	2.3	3.0	-12.7	3.1	9.0	-3.1
Cc1cc(Cl)cc2c1NC(=O)[C@]21[C@@H]2C(=O)N(Cc3ccccc3)C(=O)[C@@H]2[C@@H]2CCCN21	5.6	-5.0	4.9	-0.1	35.6	-6.7	7.7	3.6	-2.7
O/N=C/c1cn(-c2ccccc2)nc1-c1ccc2c(c1)OCCO2	-1.5	-14.2	-23.9	1.4	-64.4	-21.0	-22.2	1.4	-18.3
O=C(c1ccco1)N(c1ccccn1)c1ccccn1	-5.2	-21.5	5.4	-0.1	-3.7	-15.5	-2.3	2.9	-0.3
CN1N=C(C(=O)N2CCCC(C(=O)c3cccc(C(F)(F)F)c3)C2)CCC1=O (configuration not stated)	5.0	11.7	6.6	3.5	8.2	4.7	3.1	-0.9	3.5
CCCN1C(=O)/C(=C/c2ccc(N3CCCC3)c(C)c2)NC1=S	34.7	30.9	6.1	4.2	21.4	-8.9	2.4	2.4	13.0
Fc1ccc(C(c2nnnn2C2CCCC2)N2CCc3ccccc32)cc1 (configuration not stated)	13.0	-15.5	-1.8	1.4	-21.4	-6.3	8.3	-2.3	2.0
COc1ccc(S(=O)(=O)NC(N)=NCCc2ccc(OC)c(OC)c2)cc1C	-11.0	10.7	-2.4	-0.5	16.8	4.1	-2.4	0.2	6.5
O=C(COc1ccc2c3c(c(=O)oc2c1)CCC3)Nc1ccc(CCO)cc1	-12.1	5.2	20.5	-1.3	11.7	20.9	3.9	-10.5	-7.7
Fc1ccc(OCCOCCNCC2CCCO2)cc1 (configuration not stated)	-7.6	6.4	-0.7	-0.5	-17.3	-10.1	-16.2	-0.5	6.6
Cc1ccsc1S(=O)(=O)N1CCCC(CCC(=O)NCc2ccccc2F)C1 (configuration not stated)	-10.9	15.1	1.1	0.1	23.8	10.1	4.0	-1.5	2.2
CCOc1c(C)cnc2c1c(=O)n(Cc1ccccc1F)c(=O)n2C	28.8	8.7	9.5	-2.9	-1.6	10.8	2.7	-3.6	-0.6
O=S(=O)(c1ccc(C(F)(F)F)cc1)N1CCN(CCc2ccccc2)CC1	11.0	-0.3	12.2	0.6	-10.2	10.0	-4.7	-4.0	-14.8
COc1ccc2nc(SCC(=O)/C(C#N)=C(\C)N)[nH]c2c1	-1.4	2.2	-111.8	1.0	-50.7	-118.4	-47.0	-2.0	-0.1

Whole records, quoted from the list. Order of values: EBI2 block	CCR6 antag	697 NFkB inh	UPR CHOP act	Mdm2-MdmX inh	Jurkat NFkB inh	Gli-Sufu block	UPR XBP1 act	CXCR6 inh
O/N=C/c1cn(-c2ccccc2)nc1-c1ccc2c(c1)OCCO2 is listed as -1.5	-14.2	-23.9	1.4	-64.4	-21.0	-22.2	1.4	-18.3
Cc1ccc(C(=O)COC(=O)CCN2C(=O)C3C4CCC(C4)C3C2=O)cc1[N+](=O)[O-] (configuration not stated) is listed as 19.2	24.7	2.7	-0.2	-6.1	6.8	0.3	-5.0	15.5
COc1ccc2nc(SCC(=O)/C(C#N)=C(\C)N)[nH]c2c1 is listed as -1.4	2.2	-111.8	1.0	-50.7	-118.4	-47.0	-2.0	-0.1
Cc1ccsc1S(=O)(=O)N1CCCC(CCC(=O)NCc2ccccc2F)C1 (configuration not stated) is listed as -10.9	15.1	1.1	0.1	23.8	10.1	4.0	-1.5	2.2
